# Assay outcomes deposited in PubChem by National Center for Advancing Translational Sciences (NCATS).
# TSHR antag: Antagonists of the Thyroid Stimulating Hormone Receptor: HTS campaign | Thyrotropin receptor (Homo sapiens), P16473 | TSHR-expressing cells, TSH-stimulated cAMP HTRF, 2 h; stronger effect = lower value | activity change, negative = inhibition, % at 11.5 µM | hit rate 0.2% among 330,000 | AID 504810, 2011;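 active means activity change below a set negative limit, meaning inhibition stronger than a set level, cut at about -70% in these data; inconclusive means activity change between two set negative limits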; further: on the % scale 0 is the no-effect control and ±100 the full control effect
#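 Cell-based HTRF cAMP assay; TSHR cells + compound, TSH EC80 (4nM final), 2 h, 37 deg C. Lysis with anti-cAMP cryptate and cAMP-d2, 30 min RT, read 665/620 nm.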
# USP2a block: qHTS Assay for Inhibitors of Ubiquitin-specific Protease USP2a Using CHOP2 as the Reporter. hit rate 0.01% among 330,000. USP2 core, Ub-CHOP2 coupled fluorogenic reporter, 485/531. Potency, µM (doses to about 38.3 µM), for the others: top-dose activity change, negative = inhibition, actives largely listed as inhibitors;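 further: potency means the concentration at half of the fitted maximal effect; plate controls were DMSO wells for no effect and full inhibition by NEM control for full effect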
#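 USP2 core (10nM final) preincubated 30min RT with compound in 20mM Tris-HCl pH 8.0, 2mM CaCl2, 2mM beta-mercaptoethanol, 0.05% CHAPS; 25nM Ub-CHOP2 plus 25nM reporter substrate added, fluorescence (Ex485/Em531) read after 60min.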
# KCNH2 WT inh: qHTS for Inhibitors of KCHN2 3.1: Wildtype qHTS. Voltage-gated inwardly rectifying potassium channel KCNH2 (Homo sapiens), Q12809. U2OS, BacMam KCNH2, thallium flux FluxOr; stronger effect = lower value. activity change, % at 1.84 µM. hit rate 0.37% among 340,000;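 active means maximum activity change below -70%; inconclusive means maximum activity change between -70% and -50%; inactive means maximum activity change above -50%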; further: on the % scale 0 is the no-effect control and ±100 the full control effect
#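 U2OS cells transduced with wild-type KCNH2 virus are loaded with FluxOr dye for 45 min, and thallium flux is measured in kinetic reads before and after stimulation buffer. Rate constants are normalized to DMSO controls.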
# KCNH2 3.1 block: qHTS for Inhibitors of KCHN2 3.1: Mutant qHTS. U2OS KCNH2 3.1, thallium flux FluxOr; stronger effect = lower value. activity change, % (tested at about 1.8 µM). hit rate 0.95% among 340,000;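 active means maximum activity change below -70%; inconclusive means maximum activity change from -70% to -50%; inactive means maximum activity change above -50%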;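 further: thallium influx rate constant from kinetic fluorescence after stimulation buffer; on the % scale 0 is the no-effect control and ±100 the full control effect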
#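 Thallium flux via FluxOr fluorescence (Red40 quencher, 45 min loading) in U2OS cells virally expressing the KCNH2 3.1 isoform (1.77 x 10^8 /mL virus, overnight at 37 C). Rate constants from 2-min kinetic reads post-stimulation, normalised to positive and negative controls.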
# TRPV1 ag: HTS Assay for Compounds that Act as Agonists of the Vanilloid Receptor 1. activation, % at 8.33 µM. Transient receptor potential cation channel subfamily V member 1 (Homo sapiens), Q8NER1. AID 540275, 2011. TRPV1-expressing cells, Fluo-8 calcium influx, agonist mode. hit rate 0.19% among 320,000; in the data active means activation above about 80%; inconclusive means between about 30% and that limit; further: 0% is about no effect
# Target sequence (Q8NER1 whole entry, looked up): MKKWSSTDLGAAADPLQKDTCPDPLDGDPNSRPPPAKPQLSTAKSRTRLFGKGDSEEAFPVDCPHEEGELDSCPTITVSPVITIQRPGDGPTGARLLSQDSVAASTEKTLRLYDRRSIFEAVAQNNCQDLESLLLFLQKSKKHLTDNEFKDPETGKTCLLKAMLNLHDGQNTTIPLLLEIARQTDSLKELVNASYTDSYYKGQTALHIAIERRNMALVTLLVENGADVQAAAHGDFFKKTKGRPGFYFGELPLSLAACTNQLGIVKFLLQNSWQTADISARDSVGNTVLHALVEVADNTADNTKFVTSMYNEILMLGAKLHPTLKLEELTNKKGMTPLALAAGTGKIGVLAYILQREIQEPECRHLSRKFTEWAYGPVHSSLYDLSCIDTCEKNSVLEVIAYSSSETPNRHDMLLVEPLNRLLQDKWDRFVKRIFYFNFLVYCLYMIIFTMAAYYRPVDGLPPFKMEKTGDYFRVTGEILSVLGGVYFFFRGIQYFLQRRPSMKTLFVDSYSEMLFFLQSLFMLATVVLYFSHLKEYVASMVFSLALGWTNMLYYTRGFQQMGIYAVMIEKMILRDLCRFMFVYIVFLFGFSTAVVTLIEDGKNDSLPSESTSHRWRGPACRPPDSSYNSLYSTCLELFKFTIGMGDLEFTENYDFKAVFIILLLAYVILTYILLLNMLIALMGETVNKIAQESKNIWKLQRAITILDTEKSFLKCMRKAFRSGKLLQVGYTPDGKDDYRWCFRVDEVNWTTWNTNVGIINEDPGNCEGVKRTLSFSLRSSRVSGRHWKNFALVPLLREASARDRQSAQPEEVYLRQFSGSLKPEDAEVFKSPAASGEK
#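 Fluo-8 calcium influx in TRPV1-expressing cells, kinetic read (ex 480/em 520 nm). Compound added and read 3 min for agonist activity, followed by capsaicin at EC20 final and 2 min further read for enhancement.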
# TCR act: Activators of T cell receptors: qHTS campaign; primary human leukocytes, anti-CD3, IL-2 HTRF, 48 h; 330,000 tested, under 10 active; AID 504894, 2011; Potency, µM (highest dose often 9.22 µM), for inactives: at the top dose activation of IL-2 secretion, actives largely listed as activators; further: % of control where 0% means no effect
#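 Readout: HTRF IL-2, Eu-cryptate/d2 antibody pair, 320nm excitation, 665nm emission. Stimulus: a-CD3 beads, no co-stimulation. Cells: primary human leukocytes. Exposure: 48 hr with compound.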
# A-T KAP1 phos: qHTS Assay for Identifying a Potential Treatment of Ataxia-Telangiectasia; […] A-T fibroblasts, KAP-1 phosphorylation AlphaLISA; neocarzinostatin DNA damage 30 min before lysis; Potency, µM (titrated, usually from 57.5 µM), without a hit: at the top dose activation, hits mostly activators; hit rate 0.19% among 320,000; further: potency means the concentration at half of the fitted maximal effect; % of control where 0% means no effect; nearly all actives have a fitted effect of over 45% in size
#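 hTERT-immortalized A-T patient fibroblasts ([…]), 500 cells/well in OPTI-MEM, 1% FBS, got compounds for 60 min, then NCS for 30 min at 37C. Lysates were then assayed for phospho-KAP-1 by AlphaLISA (anti-pKAP1 donor, anti-KAP1 acceptor beads), 6 hr at 25C.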
# Mito fusion act: qHTS Assay for Small Molecule Inhibitors of Mitochondrial Division or Activators of Mitochondrial Fusion; AID 485298, 2010; S. cerevisiae fusion-defective mutant growth rescue, CellTiterGlo 48 h; Potency, µM (top dose mostly 46.1 µM), inactives show at the top dose growth rescue (activation), most hits filed as activators; hit rate 0.23% among 320,000;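 further: potency means the concentration at half of the fitted maximal effect; % of control where 0% means no effect; nearly all actives have a fitted effect of over 45% in size; temperature-sensitive fusion mutants such as fzo1-1 at 37 °C on non-fermentable ethanol glycerol medium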
#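 Growth-rescue viability read-out: after 48 h at the non-permissive 37C in glycerol/ethanol YPEG, yeast mitochondrial fusion mutants are measured by CellTiterGlo luminescence; compounds (23 nl pinned per well) restoring growth score as division inhibitors or fusion activators.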
# ELG1 repair inh: qHTS screen for small molecules that inhibit ELG1-dependent DNA repair in human embryonic kidney (HEK293T) cells expressing luciferase-tagged ELG1. HEK293T ELG1-luciferase reporter, luminescence, 16 h; DNA damage induced by 5-fluorouridine. Potency, µM (doses to about 46.1 µM), for the others: top-dose activity change, negative = inhibition, hits mostly inhibitors. hit rate 2.3% among 330,000; further: potency means the concentration at half of the fitted maximal effect; on the % scale 0 is the no-effect control and ±100 the full control effect; nearly all actives have a fitted effect of over 55% in size
#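 In this reporter screen, reduction of luminescence relative to DMSO vehicle indicated activity. Compounds and 5-fluorouridine were added together to 2,000 cells per well, incubated for 16 hr at 37 °C, then developed with ONE-Glo.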
# Eya2 phos inh: qHTS Assay for Inhibitors of the Phosphatase Activity of Eya2. Potency, µM (top dose mostly 76.9 µM), for the others: at the top dose activity, negative = inhibition, most hits filed as inhibitors. hit rate 0.006% among 330,000. recombinant Eya2, OMFP fluorescence dephosphorylation (OMFP is methylfluorescein phosphate). Protein phosphatase EYA2 (Homo sapiens), O00167; further: potency means the concentration at half of the fitted maximal effect; on the % scale 0 is the no-effect control and ±100 the full control effect
#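 Eya2 (0.2 uM) preincubated 10 min at ambient with compound, then OMFP substrate added at 50 uM; 10 min reaction in 50 mM HEPES pH 7.5, 50 mM NaCl, 5 uM MgCl2, 0.05% BSA, 1 mM DTT. Fluorescence read at Ex 485/Em 525 nm.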
# Starred values were filed as active, the others as inactive; ? = inconclusive; nt = no result given; [ ] = another dose, or the depositor's remark. Unless noted, the call rests on the fitted dose curve; in most records, active means well fitted curve in the direction sought with a large enough effect; inconclusive means small, poorly fitted or top-dose-only effect, or another doubt; inactive means no such curve, though single readings can be large; an effect the other way counts as inactive or inconclusive. Not all compounds are listed; count on the stated rates, not on these rows.
# Below each SMILES: TSHR antag, USP2a block, KCNH2 WT inh, KCNH2 3.1 block, TRPV1 ag, TCR act, A-T KAP1 phos, Mito fusion act, ELG1 repair inh, Eya2 phos inh
1) O=C(NCCc1ccccc1Cl)C1CCN(S(=O)(=O)c2cccs2)CC1
→ 13, -1%, -12, -14, 12, 4%, 6%, 7%, ?, 10%
2) COc1ccc(OC)c(CCNC(=O)CCn2nc(C)c3c(C)n(-c4ccccc4)nc3c2=O)c1
→ -8, 4%, 4, -19, 1, 7%, 1%, 2%, -21%, 3%
3) CC1CCN(c2nc3c(=O)[nH]c(N)nc3n2[C@@H]2O[C@H](CO)[C@@H](O)[C@H]2O)CC1
→ -5, 2%, 1, 5, 0, 4%, -17%, -5%, -5%, -8%
4) CC(C(=O)N=Nc1c(O)n(C)c2ccc(Br)cc12)n1cnc2ccccc2c1=O (centres undefined)
→ -6, 2%, nt, nt, 1, nt, 3%, 6%, -9%, -12%
5) CCOC(=O)N1CCN(c2nc(-c3cccs3)nc3ccccc23)CC1
→ -30, -2%, -1, 0, -1, -4%, -5%, 23%, ?, 1%
6) CCOC(=O)Cc1nnc(NC(=O)CCc2ccccc2)s1
→ -8, -1%, -1, 3, -2, -1%, -12%, 1%, 16%, 2%
7) COC(=O)c1ccc(-n2nnnc2SCc2nn[nH]n2)cc1
→ -1, 2%, -3, 15, 0, -2%, 4%, 4%, 17%, -6%
8) CC1(C(=O)Nc2ccccc2)Cc2ccccc2C(=O)O1 (centres undefined)
→ -4, 1%, -9, 0, 0, 2%, -1%, 2%, -6%, 2%
9) Cc1ccc(S(=O)(=O)NNC(=O)c2cccc(O)c2)cc1
→ -1, 2%, 2, 11, 0, nt, 4%, -4%, 4%, 2%
10) COc1ccccc1NC(=O)CSc1nc(N)cc(N)n1
→ 0, 1%, 4, -6, -4, 0%, -10%, -2%, -16%, -6%
11) CCCCCCSc1ccc([C@H]2N[C@@](CC(C)C)(C(=O)OC)[C@H]3C(=O)N(C)C(=O)[C@@H]23)cc1
→ -22, -1%, -8, -3, 8, -4%, -5%, ?, 13%, -34%
12) Cc1cc(C)n(CC(O)Cn2c3ccccc3c3ccccc32)c(=O)n1 (centres undefined)
→ -1, -1%, -23, 8, nt, -1%, -1%, -1%, -9%, 14%
13) Cc1nc(-c2cccs2)sc1C(=O)NN
→ 1, 0%, -1, 6, -1, 5%, -2%, -1%, 2%, 10%
14) O=C(NCCN1CCN(c2ccccc2)CC1)Nc1ccccc1Br
→ 8, 0%, 6, 9, 7, -5%, 3%, 7%, 6%, 2%
15) CN(C=[N+](C)C)c1cccc2c1C(=O)c1ccccc1C2=O
→ -1, 3%, 2, 2, -2, 1%[46.1 µM], 0%, -1%, 5%, 1%
16) C/C(=N\NC(=O)CSCc1cccc(Br)c1)c1ccc([N+](=O)[O-])cc1
→ 1, 0%, -2, -8, 0, nt, 3%, 1%, 0%, -10%
17) Cc1ccc(S(=O)(=O)NC(C(=O)Oc2ccc3c(C)c(Cl)c(=O)oc3c2)c2ccccc2)cc1 (centres undefined)
→ -3, -3%, -8, 12, 1, 0%[46.1 µM], 7%, -3%, 23%, -10%
18) CCc1ccc(NC(=O)COc2coc(CN3CCc4ccccc4C3)cc2=O)cc1
→ -7, 1%, 4, -33, 2, 2%, -10%, 20%, -14%, 7%
19) O=C(O)CNc1ccccc1C(=O)O
→ 1, 4%, -11, 9, -1, 4%, 1%, -3%, 21µM*, -4%
20) O=C(NCc1ccco1)C1CC(c2ccc(Cl)c(Cl)c2)=NO1 (centres undefined)
→ -2, 4%, 11, -2, -2, 1%, 0%, 1%, 5%, -2%
21) O=C(CN(Cc1ccco1)C(=O)CNS(=O)(=O)c1ccccc1)NCc1ccccc1
→ 5, -1%, 4, 2, 5, 2%, -2%, 2%, 4%, -2%
22) CN(Cc1ccco1)S(=O)(=O)c1nnc(NC(=O)c2ccccc2)s1
→ 2, 4%, 6, 21, 3, 1%, -1%, 23%, ?, -6%
23) CC(=O)NC(CC(=O)NCCN1C(=O)S/C(=C\c2ccccc2)C1=O)c1ccccc1 (centres undefined)
→ -3, -2%, -1, -29, -3, 0%, 3%, ?, -19%, -16%
24) CC(=O)N1CCN(C(=O)COC(=O)c2oc3ccccc3c2C)CC1
→ -4, -1%, -1, 12, -3, 10%, -3%, 2%, -17%, 1%
25) COc1ccc(-c2cccc3c2NC(=O)C3=O)cc1OC
→ 3, 0%, -4, 33, nt, 7%, -2%, nt, 25%, 26%
26) CCN(CC)S(=O)(=O)c1cc(C(=O)NCCN2CCOCC2)ccc1Cl
→ 2, -1%, -16, 4, -1, 4%, -3%, 1%, -10%, -5%
27) Cc1cnc(C(=O)OCC(=O)c2c(N)n(CC(C)C)c(=O)n(C)c2=O)cn1
→ -10, -1%, 2, 4, 1, 1%, 0%, 3%, -15%, -29%
28) Cc1[nH][nH]c(=O)c1C(c1cc2c(cc1Br)OCO2)c1c(C)[nH][nH]c1=O
→ 17, 4%, -1, -8, 3, -1%, -4%, 7%, 2%, -15%
29) C/C(N)=C(/C#N)C(=O)COC(=O)c1ccc(C)c(S(=O)(=O)N2CCCCC2)c1
→ 16, -16%, 2, -6, 5, 25%, 1%, 28%, ?, -34%
30) Cc1ccc(NC(=O)C2CCN(S(=O)(=O)c3ccc4c(c3)NC(=O)C(C)S4)CC2)c(Cl)c1 (centres undefined)
→ -7, -1%, 17, 3, 2, 0%, -3%, 0%, ?, 10%

# Five entries out of the list above, arranged by their value in TCR act, descending:
no. | molecule | TCR act
24 | CC(=O)N1CCN(C(=O)COC(=O)c2oc3ccccc3c2C)CC1 | 10%
18 | CCc1ccc(NC(=O)COc2coc(CN3CCc4ccccc4C3)cc2=O)cc1 | 2%
27 | Cc1cnc(C(=O)OCC(=O)c2c(N)n(CC(C)C)c(=O)n(C)c2=O)cn1 | 1%
6 | CCOC(=O)Cc1nnc(NC(=O)CCc2ccccc2)s1 | -1%
5 | CCOC(=O)N1CCN(c2nc(-c3cccs3)nc3ccccc23)CC1 | -4%

# (more compounds)
# Below each SMILES: TSHR antag, USP2a block, KCNH2 WT inh, KCNH2 3.1 block, TRPV1 ag, TCR act, A-T KAP1 phos, Mito fusion act, ELG1 repair inh, Eya2 phos inh
31) O=C(O)CSc1cc(NS(=O)(=O)c2cccc([N+](=O)[O-])c2)c2ccccc2c1O
→ 9, 9%, 9, -15, -2, 1%, -5%, -17%, 23µM*, 14%
32) Cn1c2ccsc2c2cnn(Cc3ccc(F)cc3)c(=O)c21
→ 4, 2%, nt, nt, nt, nt, 5%, 10%, nt, -12%
33) CSC(=O)NC(=O)NC(=O)c1ccc([N+](=O)[O-])cc1
→ -6, 3%, -5, 16, 1, 3%, 6%, 11%, 13%, -4%
34) CCn1c(SCc2ccc(C)cc2)nnc1C1CCN(S(=O)(=O)c2ccc(OC)cc2)CC1
→ -22, 1%, 4, -8, 2, nt, 0%, 1%, -25%, -3%
35) CCn1nnnc1NCc1ccc(N2CCCC2)cc1
→ 12, -1%, -2, 9, -5, 3%, -3%, 2%, 0%, -1%
36) Cc1ccc(CC(=O)Nc2nc3ccccc3s2)cc1
→ -3, -7%, -20, 1, 0, 6%, 2%, 1%, ?, -5%
37) O=C(CNC(=O)c1cccc(OC(F)F)c1)OCC(=O)c1ccccc1
→ -7, 7%, 4, -16, 2, -2%, -13%, -4%, 5%, -11%
38) CCOC(=O)c1c(C)c(C(=O)Nc2ccc3c(c2)OCCO3)c(C)n1C
→ -1, 0%, 7, nt, 14, 4%, 1%, 0%, ?, 2%
39) Cc1cc(C)cc(N(C(=O)c2csnn2)C(C(=O)NC2CCCC2)c2ccccn2)c1 (centres undefined)
→ -3, 0%, -5, 4, 11, 1%, -4%, -10%, 6%, 8%

# Look-ups from the results shown.
# Entry for `O=C(O)CSc1cc(NS(=O)(=O)c2cccc([N+](=O)[O-])c2)c2ccccc2c1O` under KCNH2 WT inh: 9
# Entry for `Cn1c2ccsc2c2cnn(Cc3ccc(F)cc3)c(=O)c21` under USP2a block: 2%
